Screening data deposited in PubChem by Broad Institute.
FN deposit inh: fibronectin deposition inhibition | AH1F fibroblasts, Alexa488-fibronectin deposition fluorescence, overnight | inhibition, % at 12.6 µM | 350,000 tested, 0.086% active;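 active means mean inhibition across replicates of 30% or more, regardless of how many single replicates reach that level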;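 further: positive control wells lacked labelled fibronectin entirely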
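Material – AH1F fibroblast monolayer, labelled fibronectin deposition · Reagent – labelled fibronectin 24 nM · Timing – 1 h adhesion, overnight exposure · Measured by – fluorescence at 485 nm excitation, 525 nm emission · Read-out – inhibition of fibronectin deposition signal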
F508del corr: correctors of CFTR F508del function in bronchial epithelial cells | CFBE cells, YFP halide quenching; stimulated with forskolin plus potentiator P3; % fluorescence drop versus neutral controls | activity (quench increase), % at 7.58 µM | 350,000 tested, 0.36% active | AID 720511;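 active means mean added fluorescence quench of at least 8% versus neutral control, with both replicates also reaching 8%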;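 further: cells transiently co-express mutant CFTR-F508del with the halide-sensitive YFP; corrector assay measuring rescue of mutant channel to the surface after 24 h compound exposure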
GSIS activator: GLuc luminescence reporter in INS-1E cells, primary screen for activators of glucose-dependent secretion of insulin; activation, % at 16.6 µM; 370,000 tested, 0.61% active; AID 743287; INS-1E GLuc reporter insulin secretion, 2-3 h;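 active means lowest replicate activation of at least 40%, so every replicate reaches that level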;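 further: 0% = median of neutral control wells and 100% = median of IBMX positive control wells; some compounds called inactive have numbers as strong as hits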
The depositor's hits bear a star.

Results follow in this order: FN deposit inh	F508del corr	GSIS activator
O=C(CSc1nnnn1CCCO)Nc1ccc2c(c1)OCO2
→ -0.1	-0.9	3.7
C(=N\N=C\c1ccccc1)/c1ccccc1
→ 1.9	2.8	6.3
CCCCNC(=O)C1c2ccccc2OCC(=O)N1CCc1c[nH]c2ccccc12 (centres undefined)
→ 0.6	1.1	-5.5
C=CCN1[C@@H](C)[C@H](c2ccccc2)Oc2cccc(NCCc3ccccc3)c2S1(=O)=O
→ -3.5	-0.5	16.1
COc1ccccc1C=NN=C1c2ccccc2-c2ccccc21
→ 5.5	-0.4	6.2
COCCCNC(=O)C[C@@H]1C[C@@]2(C(=O)OC)CC(C)(C)CC=C2N(CCc2ccc(OC)c(OC)c2)C1=O
→ 1.7	2.8	-8.7
O=[N+]([O-])c1ccc2c(c1)nc1n2CCN(c2ccccc2)C1
→ 3.0	-1.3	3.9
Cc1cc(C)n(CCN(C)c2nc3nonc3nc2NC2CC2)n1
→ 8.3	-2.7	-7.2
O=c1c2cn[nH]c2[nH]c(=S)n1-c1ccccc1Cl
→ -4.7	0.1	-14.0
Cc1nn2c(-c3ccccn3)ccnc2c1Br
→ 11.4	-1.1	8.5
Cc1ccc(Cl)cc1N1CCN(C(=O)Cc2ccc(-n3c(=O)[nH]c4ccsc4c3=O)cc2)CC1
→ -10.2	-2.0	-8.3
Cc1cc(Cl)c2ccc3ccccc3c2n1
→ -1.2	-2.0	7.1
COc1ccc(C(=O)N2CCC(n3nnc4cc(F)ccc43)CC2)cc1OC
→ -7.7	-0.5	5.9
O=C(NC1CCCC1)c1ccc([N+](=O)[O-])s1
→ -5.0	-3.6	-17.8
COc1ccc(-c2nc3cc([N+](=O)[O-])ccc3o2)cc1
→ 5.8	-0.7	0.4
Cc1cccc(NC(=O)CSc2nnc(NC(=O)CN3CCCCC3)s2)c1
→ -3.0	-1.1	23.2
C[C@@H]1ON(C)[C@H]2C[C@H]3c4[nH]c5cccc(Br)c5c4CCN3C(=O)[C@@H]12
→ 11.4	0.3	125.4*
Cc1cnc(NC(=O)CCNC(=O)c2ccc([N+](=O)[O-])cc2)s1
→ -14.5	-0.9	13.2
O=C(Nc1ccc(N2CCN(Cc3ccccc3)CC2)cc1)c1ccccc1[N+](=O)[O-]
→ -2.5	3.1	11.1
COc1cccc(CC2(CO)CCCN(S(=O)(=O)N(C)C)C2)c1 (centres undefined)
→ -1.2	-1.0	10.9
COC(=O)[C@]12CCCCC=C1N(CCC1=CCCCC1)C(=O)[C@H](CC(=O)N1CCCC1)C2
→ 8.0	-0.8	-10.5
O=C(Nc1nnc(C2CC2)s1)C1Cc2ccccc2CN1C(=O)c1ccco1 (centres undefined)
→ -6.1	-3.5	6.5
COc1ccc(C(=O)NCC(=O)N/N=C(\C)c2ccco2)cc1OC
→ -1.3	1.6	-4.1
CCn1c(CCc2nc3ccccc3[nH]2)n[nH]c1=S
→ 6.3	-2.0	-1.5
COc1cc(C(C(=O)NC2CCCCC2)N(CCN2CCOCC2)C(=O)C2COc3ccccc3O2)cc(OC)c1OC (centres undefined)
→ -0.7	-1.6	-4.2
C=CCc1cccc(C=Nc2ccc(Br)cc2)c1O
→ -1.6	-2.8	0.7
N#C/C=C(/c1ccc(F)cc1)N1CCOCC1
→ -4.8	0.0	-2.1
CCN(CC)c1ccc(/C=N/NC(=S)NC)c(O)c1
→ 2.1	1.6	25.5
CCOC(=O)c1cnc2ccccc2c1Nc1ccc2c(c1)OCCO2
→ 10.8	-0.3	2.5
COc1cccc(Oc2c(C)oc3c(CN4CCCC4)c(O)ccc3c2=O)c1
→ 1.7	0.5	-6.6
C[C@H](N)c1nnc(SCC(N)=O)o1
→ 1.6	0.9	10.3
CCc1nc2cc(Cl)c(Cl)cc2nc1CC
→ 2.6	-0.4	4.6
O=C(CSc1ncnc2ccccc12)Nc1ccc2c(c1)OCCO2
→ -2.4	2.1	20.4
CC(C)C[C@@H]1Cc2[nH][nH]c(=O)c2[C@H](C)O1
→ -1.4	0.3	-11.2
OC1(c2cccnc2)CCN(Cc2nnnn2Cc2ccccc2)CC1
→ 3.3	-0.3	5.0
Clc1ccc2nc(N3CCCCC3)sc2c1
→ -7.0	-2.9	-6.6
CCOc1ccc(C(=O)NN2C(=S)NC(C)(C)C=C2C)cc1
→ -6.4	-2.1	-5.3
Cc1nc(N2CCCCC2)c2c(C)c(C(=O)Nc3ccccc3C(F)(F)F)sc2n1
→ -5.9	0.8	21.3
CC(C)(C)OC(=O)N1O[C@H]2C=C[C@@H]1C2
→ -4.0	-2.5	-9.5
CCOC(=O)[C@]12CCC=C1N(Cc1ccco1)C(=O)[C@H](CC(=O)NCC13CC4CC(CC(C4)C1)C3)C2
→ -11.5	2.6	-18.6
O=S(=O)(NCCNc1nccc(C(F)(F)F)n1)c1ccccc1
→ 1.3	-2.3	6.1
Cc1ccc(N2CN(Cc3ccco3)CNC2=S)c(C)c1
→ 4.6	-2.4	-16.9
CCCc1ccc(-c2ccc(/C=C/C(=O)O)cc2)nc1
→ 1.4	-5.7	-3.7
Cc1cc(C(=O)N/N=C2\CCCc3ccccc32)c(C)o1
→ 1.7	-1.4	2.8
Cc1ccc(S(=O)(=O)N2C3CCCCC3O[C@H]2CC(=O)OCc2ccccc2)cc1 (some centres undefined)
→ -13.0	-1.6	-5.4
O=C(CSc1nnc(Cc2ccccc2)o1)c1cc(F)ccc1F
→ -4.1	0.2	0.3
Cc1cc(C(F)(F)F)c2c(N)c(C(=O)NCc3ccc(Cl)cc3)sc2n1
→ -14.0	-5.3	-24.7
O=C(/C=C/c1cccc([N+](=O)[O-])c1)Nc1ccc(Cl)cn1
→ -0.7	-1.4	-5.6
COc1ccc(Nc2ccncc2[N+](=O)[O-])cc1
→ 0.7	-4.6	33.1
COc1ccc(CN2CCN(C(=O)C3CCC(CNS(=O)(=O)c4ccccc4)CC3)CC2)c(OC)c1OC (centres undefined)
→ -4.4	0.6	-20.4

Some of these compounds in order of length of the SMILES, highest first:
Results follow in this order: FN deposit inh	F508del corr	GSIS activator
Cc1ccc(S(=O)(=O)N2C3CCCCC3O[C@H]2CC(=O)OCc2ccccc2)cc1 (some centres undefined)
→ -13.0	-1.6	-5.4
O=C(/C=C/c1cccc([N+](=O)[O-])c1)Nc1ccc(Cl)cn1
→ -0.7	-1.4	-5.6
O=S(=O)(NCCNc1nccc(C(F)(F)F)n1)c1ccccc1
→ 1.3	-2.3	6.1

(next part)
Results follow in this order: FN deposit inh	F508del corr	GSIS activator
COc1ccc(NC2c3ncccc3C(=O)N2Cc2cccs2)cc1 (centres undefined)
→ -3.2	-1.6	2.7
O=C(N/N=C/c1ccccc1O)C(=O)Nc1ccccn1
→ -5.1	0.7	4.4
Cc1onc(-c2ccccc2)c1C(=O)N(Cc1ccco1)Cc1cccs1
→ 10.7	0.7	-22.2
NNS(=O)(=O)c1ccc(N2CCCC2=O)c([N+](=O)[O-])c1
→ 3.6	-0.1	-27.4
CC1CCCCN1C(=O)Cn1cnc2c1c(=O)n(C)c(=O)n2C (centres undefined)
→ 6.2	-1.2	-1.3
COC(=O)C[C@@H]1C=C[C@@H](NC(=O)c2cccnc2)[C@@H](CO)O1
→ -3.9	-0.2	7.1
Cc1ccc(S(=O)(=O)N2[C@H](CC(=O)c3ccc(F)cc3)OC[C@@H]2C)cc1
→ -1.3	-1.2	-15.6
CC1CCCC12NC(=O)NC2=O (centres undefined)
→ -1.1	-1.2	-1.5
CS(=O)(=O)NNC(=O)c1csc(Cc2c(Cl)sc3ccc(Cl)cc23)n1
→ -0.5	3.8	13.7
Cc1cccc(C(=O)NNC(=O)c2cccc([N+](=O)[O-])c2)c1
→ -6.2	0.3	9.0
O=c1cnc(-c2ccc(Cl)cc2)cn1O
→ -5.5	-0.1	12.2
CCc1ccccc1NC(=O)c1cccc(Oc2ccc([N+](=O)[O-])cc2Cl)c1
→ 6.8	-0.6	-9.0
COc1ccccc1C(=O)N(CCC1CCCN1C)c1nc2ccccc2s1 (centres undefined)
→ 3.4	1.8	3.7
Cn1ncc2c(=S)[nH]c(=S)[nH]c21
→ -13.7	-0.6	0.4
COc1ccc2c(c1OC)C(=O)OC2Nc1nc(-c2ccc([N+](=O)[O-])cc2)cs1 (centres undefined)
→ -3.7	0.7	-9.3
CCOC(=O)c1c(NC(=O)COC(=O)c2cnc(C)cn2)sc(C(=O)N(C)C)c1C
→ -3.2	-1.1	11.6
CC1(c2nnnn2Cc2ccccc2)CCC(=O)N1Cc1cccs1 (centres undefined)
→ 1.3	0.6	-6.8
FC(F)(F)c1ccccc1NC(=S)Nc1cccc2cnccc12
→ -0.9	-1.3	-13.7
Cc1cc(C(=O)N2CCc3c([nH]c4ccccc34)C2c2cccc(Cl)c2)nn1C (centres undefined)
→ 11.8	3.2	4.3
CCOC(=O)[C@@H](C)N1[C@@H](C)[C@H](c2ccccc2)Oc2ccc(Cl)cc2S1(=O)=O
→ -5.2	-0.7	-3.8
Cc1cc(NC(=O)C(=O)NCc2cccc(Cl)c2)no1
→ 0.9	2.0	10.2
COC(=O)C1Cc2c([nH]c3ccccc23)C2CCC(=O)N12 (centres undefined)
→ -4.2	-2.2	6.6
COc1ccc(C2NC(=S)N(Cc3ccc(Cl)cc3)C(C)=C2C(C)=O)cc1 (centres undefined)
→ -15.8	-1.0	13.1
O=C(O)CC(CC(=O)Nc1ccc2ccccc2n1)c1ccccc1 (centres undefined)
→ 3.3	0.6	16.5
C=CCn1c(C)cc(C(=O)COC(=O)c2ccc(N)c([N+](=O)[O-])c2)c1C
→ 1.8	-2.1	-5.6
COCCNc1nnc(SCC(=O)NNC(=O)c2ccccc2)s1
→ 5.2	-0.3	4.9
COc1cccc(OC(=O)N2CCOCC2)c1
→ 1.2	1.9	13.3
CC(C)[C@@H](N)C(=O)N/N=C/c1ccc2ncccc2c1
→ -4.5	-3.1	16.0
O=C(NCC1CCN(C(=O)C(=O)c2cc3ccccc3o2)CC1)c1ccc2c(c1)OCO2
→ 8.0	-0.8	-12.6
CN(CCO)c1cccc2c1S(=O)(=O)N[C@H](Cc1ccccc1)CO2
→ 3.9	0.3	-1.1
CCOC(=O)C1C(=O)NC(c2ccccc2)=NC1c1ccc(OC)cc1 (centres undefined)
→ -6.4	0.3	-3.3
CC(C)Cc1nnc(NC(=O)CCC(=O)Nc2ccc(Cl)cc2)s1
→ -0.6	3.5	26.2
COc1ccc(C)cc1NC(=O)NCc1ccccc1F
→ -1.1	-2.6	-1.3
O=C(Cc1c(Cl)cccc1Cl)Nc1cccc(S(=O)(=O)N2CCOCC2)c1
→ 10.0	0.8	-21.3
Cc1ccc(CN2CC(C(=O)Nc3ccc(F)c([N+](=O)[O-])c3)CC2=O)cc1 (centres undefined)
→ -3.0	6.2	-12.4
CCCCCCCCN1C(=O)[C@@H](CC(=O)NCCCC)C[C@@]2(C(=O)OC)C1=C[C@H](C(C)(C)C)O[C@@H]2C
→ 4.2	-1.1	118.0
CC(=O)c1cc2c(cc1NC(=O)C1CCC1)OCO2
→ -13.1	0.2	-9.1
C=CCN1C(=O)/C(=C/C=C2/N(CC)c3ccc(S(=O)(=O)N(C)C)cc3N2CC)SC1=S
→ -3.9	11.4*	-6.8
O=C(c1cccs1)N1CCC(C(=O)N2CCN(Cc3ccc4c(c3)OCO4)CC2)CC1
→ 9.9	-0.3	-8.6
Cc1c(C(=O)c2ccccc2)c2ccccn2c1CCc1ccccn1
→ 3.7	1.0	-11.3

For convenience, some entries already given.
Results follow in this order: FN deposit inh	F508del corr	GSIS activator
C(=N\N=C\c1ccccc1)/c1ccccc1
→ 1.9	2.8	6.3
CCCCNC(=O)C1c2ccccc2OCC(=O)N1CCc1c[nH]c2ccccc12 (centres undefined)
→ 0.6	1.1	-5.5

Later entries
Results follow in this order: FN deposit inh	F508del corr	GSIS activator
COc1ccccc1C(CCNS(=O)(=O)c1ccc(C)cc1)c1ccco1 (centres undefined)
→ -9.9	1.5	-6.8
O=S1(=O)CCSC[C@@H](CN2CCCC2)N1
→ 6.0	0.1	6.2
O=C(CC1C(=O)NCCN1Cc1c(F)cccc1Cl)NCCCn1ccnc1 (centres undefined)
→ 12.1	-4.5	-3.4
CCN(CC(=O)Nc1ccc(C(C)=O)cc1)CC(=O)Nc1ccccc1C(F)(F)F
→ -0.5	2.0	6.7
CCOc1ccc(S(=O)(=O)N2CCCC(C(=O)NCC3CCCO3)C2)cc1Cl (centres undefined)
→ -0.8	-3.6	-5.3
O=c1[nH]cncc1OCc1ccccc1
→ -1.4	1.4	1.0

Profiles from above. Values in the order: FN deposit inh, F508del corr, GSIS activator
O=c1[nH]cncc1OCc1ccccc1 is listed as -1.4, 1.4, 1.0
CCOc1ccc(S(=O)(=O)N2CCCC(C(=O)NCC3CCCO3)C2)cc1Cl (centres undefined) is listed as -0.8, -3.6, -5.3

Not all compounds are listed. The share of hits here may be higher or lower than overall.
